Source: PubChem BioAssay
SKN-1 inh: suppressors of acrylamide-induced Pgst-4::GFP reporter in worms, primary screen, SKN-1 inhibitor project, whole organism, uHTS, GFP/RFP fluorescence ratio, strain VP596 | C. elegans VP596 Pgst-4::GFP/RFP ratio, 24 h | inhibition, % at 21.8 µM | hit rate 0.49% among 360,000 | AID 624304, 2012;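 active means interference check ratio from 0.5 to 1.5 plus GFP to RFP signal ratio inhibition reaching or exceeding a fixed threshold, cut at about 30% in these data, passing the limit was not always enough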; further: some compounds called inactive have numbers as strong as hits
MLLE-PAM2 inh: inhibitors of PABP1 MLLE–PAM2 peptide binding, primary screen, biochemical, fluorescence polarization, FITC-PAM2, GST-MLLE. Polyadenylate-binding protein 1 (Homo sapiens), P11940. inhibition, % at 20 µM. hit rate 0.36% among 360,000. AID 588489, 2011; in the data active means inhibition above about 35%, passing the limit was not always enough;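 further: plate controls were DMSO wells with GST-MLLE for no effect and wells lacking GST-MLLE protein for full effect; some results filed as inactive read as strong as hits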
Target sequence (P11940 whole entry, looked up): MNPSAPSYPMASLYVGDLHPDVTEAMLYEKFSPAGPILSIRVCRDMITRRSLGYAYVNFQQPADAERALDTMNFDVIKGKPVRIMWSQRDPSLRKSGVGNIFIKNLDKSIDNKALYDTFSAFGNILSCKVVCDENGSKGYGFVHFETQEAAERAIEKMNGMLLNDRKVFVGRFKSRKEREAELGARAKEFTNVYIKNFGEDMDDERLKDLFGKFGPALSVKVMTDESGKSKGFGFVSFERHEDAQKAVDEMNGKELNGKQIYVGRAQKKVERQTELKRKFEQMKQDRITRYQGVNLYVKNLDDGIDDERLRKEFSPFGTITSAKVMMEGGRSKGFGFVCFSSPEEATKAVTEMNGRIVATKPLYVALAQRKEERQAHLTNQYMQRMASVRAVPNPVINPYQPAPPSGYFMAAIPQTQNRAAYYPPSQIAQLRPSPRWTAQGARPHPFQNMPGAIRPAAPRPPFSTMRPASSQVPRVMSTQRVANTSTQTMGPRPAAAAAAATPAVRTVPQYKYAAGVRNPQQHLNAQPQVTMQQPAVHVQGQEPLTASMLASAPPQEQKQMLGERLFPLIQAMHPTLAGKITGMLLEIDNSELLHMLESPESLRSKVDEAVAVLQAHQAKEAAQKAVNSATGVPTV
MT1-MMP act inh: blockers of MT1-MMP proenzyme processing, primary screen, HT1080 RFP-PRO-GFP cells, GFP/RFP fluorescence; Matrix metalloproteinase-14 (Homo sapiens), P50281; GFP/RFP ratio fluorescence, overnight; percent of plate control window, DMSO zero; GFP/RFP ratio change, % at 20 µM; hit rate 0.061% among 360,000;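 active means GFP/RFP ratio change of at least 30% with cell ATP level not reduced by more than half and red fluorescence within 50% of control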; further: strong numbers were not always called active
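Material: RFP-PRO-GFP reporter HT1080 cells. Dosing: single-point 20 µM compound, 1% DMSO. Controls: DMSO and RFP-L50D-GFP cell wells. Timing: cells overnight before dosing, compound overnight, 37 °C, 5% CO2. Measure: GFP/RFP fluorescence ratio.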
CendR NRP1 mod: modulators of CendR peptide binding to NRP-1, primary screen, biochemical, fluorescence polarization, uHTS | FAM-RPARPAR peptide binding to NRP-1 | inhibition, % at 25 µM | hit rate 0.85% among 360,000 | AID 602438, 2012;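 active means inhibition or corrected inhibition above about 18%, plus a signal ratio from 0.5 to 1.5, limit read from the data, passing the limit was not always enough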; further: strong numbers were not always called active
E coli Lon inh: inhibitors of E. coli Lon protease, primary screen, biochemical, fluorescence polarization; P0A9M0; purified E. coli Lon protease; inhibition, % at 7.94 µM; hit rate 0.42% among 360,000; in the data active means inhibition above about 13%, passing the limit was not always enough;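 further: 0% = enzyme with probe and DMSO and 100% = no enzyme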
Neddylation inh: inhibitors of cullin neddylation, primary screen, biochemical, TR-FRET, uHTS, NAE and Ubc12. NEDD8-conjugating enzyme Ubc12 (Homo sapiens) + NEDD8-activating enzyme E1 regulatory …. calls only at 25 µM. hit rate 0.58% among 360,000. AID 651699, 2012; in the data active means inhibition above about 36%
Rin1 Abl inh: inhibitors of Rin1-Abl protein binding, primary screen, biochemical, TR-FRET; AID 588664, 2011; inhibition, % at 7.35 µM; hit rate 0.4% among 360,000; in the data active means inhibition above about 5%, passing the limit was not always enough
MsrA act: bovine MsrA enzyme activators, primary screen, biochemical, absorbance, HTS | Methionine sulfoxide reductase A (Bos taurus) | purified bovine MsrA, absorbance read-out | activation, % at 10.6 µM | hit rate 0.3% among 360,000 | AID 602163, 2012; in the data active means activation above about 7.5%;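 further: 0% = vehicle and 100% = reference activator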
FAS TE block: FAS thioesterase domain inhibitors, primary screen, biochemical, fluorescence intensity, uHTS; Fatty acid synthase (Homo sapiens), P49327; hit rate 0.67% among 360,000; inhibition, % at 15 µM; recombinant FAS-TE, OMFH fluorogenic substrate, fluorescence endpoint;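 active means compounds whose normalised, plate-corrected inhibition of enzyme fluorescence in the single-dose primary screen is 50% or more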;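 further: 0% = DMSO with enzyme and 100% = substrate without enzyme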
Numbers without * were called inactive; i = inactive; nt = not tested or not shown.

SMILES	SKN-1 inh	MLLE-PAM2 inh	MT1-MMP act inh	CendR NRP1 mod	E coli Lon inh	Neddylation inh	Rin1 Abl inh	MsrA act	FAS TE block
O=C(Nc1ccc(Cl)cn1)c1cccc(S(=O)(=O)N2CCCC2)c1	-0.2	-26.7	3.8	1.6	-3.1	i	1.6	-6.4	4.4
S=C1NCCC12C(=S)Nc1ccccc12 (stereo not drawn)	-3.6	5.1	3.6	2.8	0.3	i	2.2	-5.4	-5.5
COC(=O)C1CCN(c2cc(=O)n(-c3ccccc3Cl)c(=O)[nH]2)CC1	-2.8	11.4	-3.5	-4.5	-5.7	i	2.2	-0.9	-3.2
O=C(CC1OC(=O)c2ccccc21)Nc1cccc(S(=O)(=O)N2CCCCCC2)c1 (stereo not drawn)	0.8	-11.0	3.5	-0.7	-0.7	i	-0.4	-3.9	10.1
CCN1CCCc2cc(CN(CCN3CCOCC3)C(=O)Nc3ccc(C)c(C)c3)ccc21	5.0	-5.2	6.0	1.1	0.0	i	-0.6	-1.1	13.8
Cc1[nH]n(-c2cccc(Cl)c2)c(=O)c1C=NC12CN3CN(CN(C3)C1)C2	-29.3	-3.1	1.2	-0.5	-1.1	i	-0.9	-6.9	-3.8
CCCCNC(=O)C1c2ccccc2OCC(=O)N1Cc1ccc2c(c1)OCO2 (stereo not drawn)	14.6	nt	5.5	19.3*	-2.7	i	nt	-2.3	-6.6
Cn1cc(C(=O)NCCN2CCN(c3cccc(Cl)c3)CC2)c2c3ccccc3n(C)c2c1=O	70.3	-0.2	0.5	-4.2	7.8	i	-6.2	-1.8	14.9
CN(C)C(=O)CCc1ccc2c3c([nH]c2c1)[C@]1(CCc2ccccc2)[C@@H](C(=O)N2CCCCC2)C[C@H](CC(=O)NCCCn2ccnc2)C(=O)N1CC3	-2.6	8.3	2.7	18.2	3.6	i	-1.3	-0.1	-6.2
N=c1sccn1CC(=O)Nc1ccc(S(N)(=O)=O)cc1	6.4	7.9	-1.4	3.6	-1.0	i	-0.2	1.2	-6.9
N#C/C(=C\c1ccc[nH]1)C(=O)Nc1ccccc1[N+](=O)[O-]	-6.6	-17.0	2.2	-1.2	-15.4	i	-1.1	-4.8	-2.2
Oc1c(CN2CCN(c3ccc(F)cc3)CC2)cc(Cl)c2cccnc12	-8.5	2.4	5.5	2.9	10.6	i	5.5*	-12.3	8.5
O=C(NCc1ccc2c(c1)OCO2)c1cc(S(=O)(=O)N2CCCCC2)ccc1F	-0.1	-1.8	1.1	-5.7	8.8	i	-1.2	-1.4	11.2
COc1ccc(N2CCN(C(=O)CCc3ccc(S(=O)(=O)NCC(C)C)cc3)CC2)cc1	-5.7	6.0	1.3	8.0	-12.8	i	2.7	-0.3	-5.0
O=C(COC(=O)c1cnccn1)Nc1ccc(Cl)cn1	-5.8	3.5	-2.5	7.6	-3.2	i	-2.6	-10.6	-7.4

Looked up above:
O=C(NCc1ccc2c(c1)OCO2)c1cc(S(=O)(=O)N2CCCCC2)ccc1F in MsrA act → -1.4
CN(C)C(=O)CCc1ccc2c3c([nH]c2c1)[C@]1(CCc2ccccc2)[C@@H](C(=O)N2CCCCC2)C[C@H](CC(=O)NCCCn2ccnc2)C(=O)N1CC3 in CendR NRP1 mod → 18.2

The list continues.
SMILES	SKN-1 inh	MLLE-PAM2 inh	MT1-MMP act inh	CendR NRP1 mod	E coli Lon inh	Neddylation inh	Rin1 Abl inh	MsrA act	FAS TE block
Cc1ccc(NC(=O)C2CC2c2ccccc2)cc1 (stereo not drawn)	13.0	-1.3	2.4	7.1	-5.4	i	-1.4	1.6	9.4
COc1ccccc1NC(=O)c1ccccc1SCC(=O)N1CCCC1	28.4	-2.6	-0.6	0.1	-5.7	i	-1.2	5.7	-10.5
c1ccc(-c2onc(-c3ccco3)c2-c2ccc3[nH]ccc3c2)cc1	-0.1	6.8	-2.6	-5.4	-5.5	i	2.7	-1.7	32.1
COc1nc(OC)nc(N2CCC(C(=O)NCc3cccs3)CC2)n1	21.0	-9.4	-3.4	1.4	1.2	i	-6.2	0.3	-1.9
CCN(C(=O)COC(=O)/C=C/c1ccccc1)C1CCCCC1	8.9	4.6	-2.2	-4.3	1.4	i	0.5	-3.2	7.9
CCOc1ccc(CCNC(=O)C2CCN(C(=O)N(C)C)CC2)cc1OCC	-1.2	-2.3	-2.6	11.7	10.4	i	0.9	-2.9	-8.0
Cc1ccc(NC(=O)CCC(=O)NNC(=S)Nc2ccc(F)cc2F)cc1C	-1.3	32.8	-2.9	10.9	-3.3	i	-1.4	-0.2	-2.4
O=C1c2cc(N3CCCC3)c([N+](=O)[O-])cc2C(=O)N1c1ccccc1	5.5	6.1	4.0	-5.3	-7.4	i	-4.2	-2.2	-4.1
Cc1cccc(C)c1NC(=O)C(=O)NCc1ccccn1	-3.5	-7.8	-1.3	3.6	4.2	i	-3.3	0.1	-6.2
O=C(CCC(=O)NC1CC1)Nc1nnc(C2CCCCC2)s1	-26.6	-5.3	0.2	12.8	0.9	i	-4.3	-2.8	0.0
COc1ccc(CNS(=O)(=O)c2ccc(-n3cnnn3)c(C)c2)cc1	5.4	6.3	-2.6	11.5	9.1	i	-1.8	-2.9	-1.7
O=C(NCC1CCCN(Cc2cccc(F)c2)C1)c1cccc2ccccc12 (stereo not drawn)	-1.3	-8.8	-2.2	-28.5	-5.5	i	-2.5	-5.5	-1.2
CN(C#N)c1nc(Cl)nc(Nc2cccc(Cl)c2)n1	10.3	7.6	-14.2	-6.8	17.8	i	-0.9	-6.1	-1.5
CCN(C(=O)Cn1cnc2c1c(=O)n(C)c(=O)n2C)C1CCCCC1	4.2	-0.1	2.6	13.0	-2.3	i	3.3	-8.8	-5.9
CC(=O)N/C(=C\c1ccccc1)C(=O)OCc1ccc(C)cc1	33.1	-3.2	-1.2	11.5	8.7	i	0.2	-1.5	2.2

Compound profiles (already shown). Order of screens: SKN-1 inh, MLLE-PAM2 inh, MT1-MMP act inh, CendR NRP1 mod, E coli Lon inh, Neddylation inh, Rin1 Abl inh, MsrA act, FAS TE block
Results for CCN(C(=O)COC(=O)/C=C/c1ccccc1)C1CCCCC1 = 8.9, 4.6, -2.2, -4.3, 1.4, i, 0.5, -3.2, 7.9
Results for CC(=O)N/C(=C\c1ccccc1)C(=O)OCc1ccc(C)cc1 = 33.1, -3.2, -1.2, 11.5, 8.7, i, 0.2, -1.5, 2.2
Results for O=C(CCC(=O)NC1CC1)Nc1nnc(C2CCCCC2)s1 = -26.6, -5.3, 0.2, 12.8, 0.9, i, -4.3, -2.8, 0.0
Results for c1ccc(-c2onc(-c3ccco3)c2-c2ccc3[nH]ccc3c2)cc1 = -0.1, 6.8, -2.6, -5.4, -5.5, i, 2.7, -1.7, 32.1

Continued:
SMILES	SKN-1 inh	MLLE-PAM2 inh	MT1-MMP act inh	CendR NRP1 mod	E coli Lon inh	Neddylation inh	Rin1 Abl inh	MsrA act	FAS TE block
COC(=O)CCN1CCC2CC1c1cc(N3CCCCC3)ccc12 (stereo not drawn)	12.1	-8.3	-2.2	5.8	4.0	i	-4.6	-1.7	-4.7
CCOC(=O)c1[nH]c(C)c(C(=O)/C=C/c2ccc(C(=O)O)cc2)c1C	2.8	3.6	-5.4	-7.6	10.8	i	2.7	-4.7	-6.8
CCNC(=O)c1cc(Cl)ccc1OC	5.0	18.6	0.2	1.6	3.1	i	1.4	2.5	-12.5
Cc1nc(SCC(=O)Nc2cc(C)on2)c2c(=O)n(C)c(=O)n(C)c2n1	6.0	-7.1	0.8	6.0	-11.1	i	-1.3	-0.2	-3.3
Cc1ccc(S(=O)(=O)NCCc2nc3ccccc3[nH]2)cc1	-9.1	1.7	2.6	-6.2	6.2	i	3.6	3.5	-4.1
COc1cccc(N2CCN(c3ncnc4c3cnn4-c3ccc(C)cc3C)CC2)c1	-2.5	-11.0	-25.8	-2.9	-0.1	i	-1.8	1.3	21.9
COc1ccc2cc(C(=O)N(C)CC(=O)Nc3ccccc3Br)ccc2c1	-13.4	-19.0	-0.8	-8.4	-1.4	i	-11.3	-5.0	6.3
CSc1ccc(/C=C(/NC(=O)c2ccco2)C(=O)NCc2ccco2)cc1	13.8	2.4	1.8	3.5	-12.8	i	3.3	-7.9	-4.6
COc1ccc(C2=NN(C(=O)c3ccccc3)C(c3ccccc3)C2)c(O)c1 (stereo not drawn)	8.2	0.7	1.7	8.5	0.6	i	3.4	-3.4	21.6
CC(=O)N1c2ccc(S(=O)(=O)N3CCCC(C(=O)N4CCC(C)CC4)C3)cc2CC1C (stereo not drawn)	-10.2	10.6	0.9	3.7	-0.8	i	3.6	-6.9	-4.0
CN(/C(=N/S(=O)(=O)c1cccs1)c1ccccc1)c1ccccc1	-6.7	-3.0	-3.7	-9.9	-3.2	i	-3.5	-1.6	-9.9
COc1ccc(-c2nc(CN3CCC(C(=O)N4CCOCC4)CC3)c(C)o2)cc1OC	7.2	-11.0	-1.9	6.5	-7.0	i	-2.3	-1.9	-7.8
O=C(O)c1ccccc1C(=O)N(Cc1ccccc1)Cc1ccccc1	-2.5	-8.6	-5.2	1.3	-11.0	i	-3.0	-4.8	-4.4
Cc1c(C)[n+](=O)c(C)c(C)n1[O-]	7.4	0.5	4.0	28.6*	-5.2	i	3.5	-5.0	-3.8
FC(F)(F)c1cc(-c2cccs2)nc(NCc2ccco2)n1	11.9	4.8	-5.3	7.3	-4.6	i	-0.7	-2.7	13.1
CCCCS(=O)CC(O)COc1ccc(C(C)(C)C)cc1 (stereo not drawn)	6.9	5.7	10.6	-3.6	-2.1	i	1.9	-6.8	0.8
CCC(C)c1ccc(NC(=O)C2=CC=CN3CCS(=O)(=O)N=C23)cc1 (stereo not drawn)	0.3	3.1	5.1	2.5	3.1	i	-3.0	-5.2	4.8
CN(C)N1C(=O)CC(C)(c2ccc([N+](=O)[O-])cc2)C1=O (stereo not drawn)	-5.1	-3.1	1.5	4.6	6.3	i	-0.8	-1.8	-11.5
COc1ccc(OCC(=O)NC(=S)N2CCCc3ccccc32)cc1	-0.6	26.1	-2.3	4.4	9.0	i	0.9	-0.5	-3.2
CCOc1ccc(N=C2NC(=O)S/C2=C\c2ccc(Cl)cc2)cc1	-29.5	-17.2	6.6	-4.8	0.6	i	1.1	-11.3	-2.7
CC(=O)NN1C(=O)c2ccccc2NC1c1ccc(N(C)C)cc1 (stereo not drawn)	14.1	1.4	1.2	2.1	-5.2	i	-2.8	-7.4	3.5
C/C=C\C(=O)Nc1cccc(C2=NOC3(C2)C[C@H](C(N)=O)N(C(=O)/C=C/CC)C3)c1 (stereo partly drawn)	1.9	-16.8	-5.7	0.5	-5.0	i	1.9	-2.5	-5.8
Cn1ccc2c(-c3ccc(F)nc3)cc3c(c21)C1CCC3O1 (stereo not drawn)	10.3	11.3	5.0	8.6	5.4	i	-3.2	-4.0	5.4
COc1ccc(Cl)cc1C(=O)Nc1ccncc1	1.0	-6.7	-10.3	-14.7	4.9	i	-1.7	-10.9	-1.0
CCOC(=O)c1c(NC(=O)CCl)sc(CN(C)C)c1-c1ccccc1	-2.5	-4.0	-5.6	16.3	0.7	i	0.7	0.1	5.6
CC(C)n1ncc2c(C(=O)NCc3cccnc3)cc(C3CC3)nc21	2.0	-1.9	3.6	-0.4	-10.1	nt	0.2	-0.3	-6.0
O=S(=O)(c1ccc(Br)s1)N1CCCCC1	7.7	13.3	0.8	7.4	1.5	i	-0.8	-9.8	2.3
CCNc1nc(CN2CCCCC2)nc2scc(-c3ccccc3)c12	6.3	-15.6	0.5	-6.0	-14.9	i	0.9	-4.2	-4.4
